# uPA surface inh = cell surface uPA generation inhibition; 330,000 tested, 0.31% active; AID 540303; cell surface uPA generation assay, qHTS; Potency, µM (doses to about 38.3 µM), inactives show top-dose activity change, negative = inhibition, usual class: inhibitors; active = well fitted inhibition curve with a large enough effect; inconclusive = small, poorly fitted or top-dose-only effect; inactive = no such curve, though single readings can be large or run the other way; tested in mouse RAW 264.7 cells; note: potency is the fitted concentration of half-maximal effect; nearly all actives have a fitted effect of over 55% in size
# KCNH2 3.1 inh = KCNH2 3.1 (human) potassium channel inhibition; activity change, % (tested at about 1.8 µM); U2OS KCNH2 3.1, thallium flux FluxOr; stronger effect = lower value; 340,000 tested, 0.95% active;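 active = maximum activity change below -70%; inconclusive = maximum activity change from -70% to -50%; inactive = maximum activity change above -50%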;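 note: thallium influx rate constant from kinetic fluorescence after stimulation buffer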
#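 Steps: virus added to U2OS suspension (4 h, RT, dark); medium with 10% FBS added, cells plated, 37 C overnight; FluxOr/Red40 loading buffer 45 min RT; stimulation buffer, 2 min kinetic read; rate constant normalized.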
# Giardia killer = Giardia lamblia killing; 340,000 tested, 0.15% active; Giardia lamblia trophozoite viability; AID 540267; activity change, % at 7.66 µM, hits read low; in the data active = activity change below about -80%; inconclusive = between about -30% and that limit;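 note: parasites exposed to compound for two days anaerobically before the ATP read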
#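 ATP-content bioluminescence gauges trophozoite survival. Cells (100/well) receive compound and incubate anaerobically for 48 hrs at 37 deg C; detection reagent follows for 15-30 min at room temperature.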
# hERG WT inh = KCNH2 (human, wildtype) channel inhibition; U2OS, BacMam KCNH2, thallium flux FluxOr; stronger effect = lower value; activity change, % at 1.84 µM; 340,000 tested, 0.37% active; AID 720551;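 active = maximum activity change below -70%; inconclusive = maximum activity change between -70% and -50%; inactive = maximum activity change above -50%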
#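 U2OS cells transduced with wild-type KCNH2 virus are loaded with FluxOr dye for 45 min, and thallium flux is measured in kinetic reads before and after stimulation buffer. Rate constants are normalized to DMSO controls.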
# Numbers without * were called inactive; ? = inconclusive; [ ] = dose if it differs, or a comment. % is set by controls: 0 for no effect and ±100 for the full control effect. This is a subset; the hit share may differ from the screen's.
SMILES,uPA surface inh,KCNH2 3.1 inh,Giardia killer,hERG WT inh
C=C1C(=O)OC2C1C(OC(=O)C(C)=CC)CC(=C)C1C(O)C3OC3(C)C21O (centres undefined),-10%,20,0,10
CC(C)(C)OC(=O)N(CCc1ccccc1)Cc1cccc(OCc2cccc(NC(=O)C3CCCC3)c2)c1,6%,13,-17,-8
COc1cc2c(c(OC)c1OC)-c1ccc(OC)c(=O)cc1C(N)CC2 (centres undefined),-13%,10,-2,6
COCC1CCN(C(=O)c2cc(COc3ccc(OC)c4ccccc34)on2)C1 (centres undefined),6%,-6,12,-2
CN(C)Cc1cn(CCC(=O)O)c2ccccc12,5%,-1,19,-26
O=C(O)c1ccc([N+](=O)[O-])cc1-c1cc([N+](=O)[O-])ccc1C(=O)O,-2%,22,-2,1
CCOC(=O)CN1CC(C)(C)N(CC(=O)OCC)CC1(C)C,3%,-11,12,-7
COc1ccc(CCn2c(-n3nc(C)cc3C)nc3c2c(=O)[nH]c(=O)n3C)cc1,-3%,3,8,0
CC1Cc2ccccc2N1C(=O)c1ccc(Br)o1 (centres undefined),?,6,11,-4
CN(C)N1C(=O)c2c(Cl)c(Cl)c(Cl)c(Cl)c2C1=O,3%,-32,-16,1
CCC(C)Sc1cc(-c2nc3ccc(C)cn3c2NCc2ccccc2)ccc1OC (centres undefined),4.5µM*,-102*,41[activator],?
COCCNC(=O)CN1C(=O)CSc2cc(S(=O)(=O)N3CCCCCC3)ccc21,-7%,-11,34[activator],-2
Cc1cn(CC(=O)N2CCN(c3ccccn3)CC2)c(=O)[nH]c1=O,9%,8,-21,-5
Cc1cc(N)ccc1-n1nc2ccccc2n1,-1%,7,-15,3
CC12CCC(C(=O)C1)C1(C)CCCC(=O)C21 (centres undefined),1%,18,-6,-6
COc1ccc(S(=O)(=O)Nc2ccc3c(c2)C(=O)N([C@H](C)CO)C[C@H](C)[C@@H](CN(C)S(=O)(=O)c2ccc(OC)cc2)O3)cc1,-1%,20,-2,1
CCCCN1CC(C)(C)Oc2cccc(F)c2S1(=O)=O,-8%,7,20,-3
CC12CC(O)C3C(CCC4=CC(=O)CCC43C)C1CCC2=CCO (centres undefined),3%,4,0,-8
O=C1C=C(c2ccccc2)C(c2ccccc2)C1 (centres undefined),1%,3,0,-2
CC(C(c1ccc2c(c1)OCO2)c1c(N)n(C)c(=O)n(C)c1=O)[N+](=O)[O-] (centres undefined),?,-2,2,-3
CC(=O)N1C[C@H]2CON(C)[C@H]2C[C@H]1c1cccc(-c2ccccc2)c1,-2%,-2,-1,-3
CCOc1ccccc1C(O)C1=CC(=O)c2ccccc2C1=O (centres undefined),2%,-9,8,0
O=[N+]([O-])c1cccnc1Sc1ccccc1Cl,0%,-1,3,-2
C#CCN(Cc1ccco1)C(=O)c1ccc(OC2CCN(Cc3ccccn3)CC2)cc1,-4%,15,14,15
CCOc1ccc(S(=O)(=O)NCc2cccnc2)cc1NC(=O)c1ccccc1,0%,4,17,7
COc1ccc(OC)c(S(=O)(=O)Nc2cccc3c(O)cccc23)c1,20%,14,22,3
Cn1c(=O)[nH]c(=O)c2c1nc(N1CCCCC1)n2CCSc1ncccn1,9%,9,2,-3
CN(Cc1ccccc1)Cc1ccccc1C(O)c1ccccc1 (centres undefined),1%,-32,-3,33
COc1ccc([C@H]2/C=C\CN(S(=O)(=O)/C=C/c3ccccc3)[C@@H](C)C(=O)N2Cc2ccc(F)cc2)cc1,-7%,?,-1,-49
Cc1cccc(-c2ccc3c(c2)C2CC3CCN2)c1 (centres undefined),-12%,-17,33[activator],5
CCOc1ccc(CCN2C(=S)N([C@@H](CC(C)C)CN3CCCC3CN3C(=S)NC[C@@H]3Cc3ccc(O)cc3)C[C@@H]2CC(C)C)cc1 (some centres undefined),?,-36,2,?
COc1ccc(-c2cc(C(=O)Nc3cc(S(N)(=O)=O)ccc3C)c3ccccc3n2)cc1OC,-6%,-4,16,4
Cn1cnc2nc(Cl)nc(Cl)c21,?,10,-12,0
O=C1CC(=O)N2CCSC2=N1,1%,-1,-7,0
CCOC(=O)C1=C(C(=O)OCC)N(Cc2ccccc2)CCC1=O,2%,2,-28,-5
COc1ccc(N=Cc2c(OC)ccc3ccccc23)cc1,4%,2,1,-14
CC(=O)N(c1ccccc1)c1nc2ccccc2s1,-1%,-11,-11,3
O=C(O)c1ccccc1C=NNc1ccc([N+](=O)[O-])cn1,5%,1,7,-5
CCC(O)(Cc1ccccn1)Cc1ccccn1,0%,-1,5,1
CC(=O)C1CCC2C3CCC4=CC(=O)CCC4(C)C3(Br)C(=O)CC12C (centres undefined),0%,4,-4,2
C[C@@H]1CCC[C@@]2(O[C@H](CCO)C[C@H](O)[C@H]2O)O1,13%,1,-11,1
CC(=O)c1cc(C)c(OC(=O)c2ccccc2)c(C)c1,-10%,-16,25,0
Cc1cccc(NS(=O)(=O)c2cccc(C(=O)NCC3(N4CCOCC4)CCCCC3)c2)c1,-1%,-25,-17,12
O=[N+]([O-])c1ccc(C=NNC(=S)Nc2ccc(F)cc2)cc1,-4%,-20,-2,-4
Cc1ccc(CN(C)C(=O)c2cccc(S(=O)(=O)N3CCN(c4ccccc4)CC3)c2)cc1,-8%,-8,3,34
Nc1ccc(S(=O)(=O)Nc2nccs2)cc1N=Nc1ccccc1[N+](=O)[O-],-5%,-20,6,-3
CCOC(=O)N1CCc2cc(OC)c(OC)c3c2c1cc1cc(OC)c(OC)cc13,-11%,-1,0,5
COC(=O)C[C@H]1C=C[C@@H](C(C(=O)OC)C(=O)OC)CN1C(C)=O,14%,14,0,35
Cc1cc(N2CCc3ccccc32)n2ncnc2n1,-2%,3,-8,6
CCCCn1c(N)c(N(CCC(C)C)C(=O)c2cccc(N3C(=O)c4ccccc4C3=O)c2)c(=O)[nH]c1=O,6%,-10,-18,-5
# More records follow:
SMILES,uPA surface inh,KCNH2 3.1 inh,Giardia killer,hERG WT inh
O=C(Nc1cccc(S(=O)(=O)N2CCOCC2)c1)c1cc(S(=O)(=O)N2CCOCC2)c(Cl)cc1Cl,5%,-6,-5,9
COC(=O)C1=C(C(=O)OC)[C@@H]2N(Cc3ccccc3)c3ccccc3[C@@]23C[C@@H](C(=O)OC)N(C(=O)NC2CCCCC2)C3=N1,0%,-9,1,-11
O=C1NC(=O)C(=Cc2ccccc2)N1,2%,4,8,3
O=C1CCCCC1Nc1ccc(Br)cc1 (centres undefined),-7%,1,-11,-30
CN(NC(=O)NN(C)C(=O)c1ccccc1)C(=O)c1ccccc1,9%,-25,10,4
O=C(NCc1cccc(Br)c1)C1CC2Cn3c(nc4ccccc43)C2N1c1ccccc1 (centres undefined),2%,-8,-29,3
CS(=O)(=O)N(CC(=O)N1CCc2ccccc2C1)c1ccc(Br)cc1,4%,-5,-2,9
CCN(C(=O)COC(=O)C12CC3CC(CC(O)(C3)C1)C2)c1c(N)n(Cc2ccccc2)c(=O)[nH]c1=O,-6%,-2,10,-19
CCOC(=O)[C@@H]1[C@H]2COc3ccc(Br)cc3[C@@H]2N2C(=O)N(c3cccc(F)c3)C(=O)[C@]12C,-15%,1,17,5
CC1CCC(C(O)(C(=O)O)C2CCCCC2)CC1C (centres undefined),8%,2,-16,-23
COc1cc(OC)nc(Oc2cccc(Cl)c2C)n1,7%,1,-6,-17
COC(=O)c1ccc(C(=O)OC)c(NC(=O)CSc2nnc(-c3ccccc3Cl)o2)c1,-4%,-30,40[activator],12
OCCN1CCN(CCO)C1=S,0%,-2,-3,0
CC(=O)c1cccc(NC(=O)c2ccc([N+](=O)[O-])o2)c1,-6%,-2,-88*,5
Cc1nc2ccccc2n1/N=C/c1ccc([N+](=O)[O-])o1,?,-7,?,15
CC(C)C1NCCc2c1sc1ccccc21 (centres undefined),0%,4,3,8
CC(c1ccccn1)C(C)(O)C(C)c1ccccn1 (centres undefined),1%,9,12,5
COC(=O)c1sc(NC(=O)CN2CCN(c3cccc(Cl)c3)CC2)c(C(=O)OC)c1C,-14%,0,15,-6
CC(C)C[C@@H](CNCC(=O)[C@H](Cc1c[nH]c2ccccc12)NC(=O)c1[nH]cnc1C(=O)N[C@H](CN)CC(C)C)NC(=O)c1nc[nH]c1C(=O)N[C@@H](CC(=O)O)C(=O)O,11%,14,-3,11
O=C(C1CCN(S(=O)(=O)c2ccc(Cl)s2)CC1)N1CCN(c2ccccc2)CC1,-7%,-18,?,0
Cc1ccc(NC(=O)c2ccc(S(=O)(=O)N3CCCC3)cc2)cc1,-8%,6,-5,-4
COc1ccc(-n2cnc3c(N)nc(N)nc32)cc1,-5%,6,-3,1
Cc1ccc(NC(=S)NCc2ccc(F)cc2)cc1,2%,-5,13,-2
CCOc1cc2c(cc1OCC)C(c1ccc(O)c(OC)c1)NCC2 (centres undefined),1%,19,-25,3
Cc1c(Cl)ccc2c(C(O)CBr)cc(-c3ccccc3)nc12 (centres undefined),-3%,23,2,1
Fc1ccc(N2C(=S)SC(=Nc3ccccc3)C2=Nc2ccccc2)cc1,6%,-10,-4,20
COC1=CC(=O)OC(c2ccc(OC)cc2)C1 (centres undefined),-2%,5,3,0
COC(=O)c1ccc(CCc2cc(O)ccc2O)cc1,-6%,2,13,-8
CC(C)C[C@@H](CN1CCCC1CN1C(=S)NC[C@@H]1Cc1ccc(O)cc1)N1C[C@H](Cc2ccccc2)N(CC2CCCCC2)C1=S (some centres undefined),-2%,-21,-3,-8
O=C(NCCc1ccccc1O)c1cc2c(cc1[N+](=O)[O-])OCO2,-2%,6,13,18
C[C@H](NC(=O)c1ccco1)C(=O)Nc1nc(-c2ccccn2)cs1,-1%,21,20,7
CC1CC(NC(=O)c2c(O)nc3ccccn3c2=O)CC(C)(C)C1 (centres undefined),3%,25,15,3
COc1ccccc1-n1cc2ccc([N+](=O)[O-])cc2n1,-1%,12,5,-8
O=c1cc(NCc2ccccc2)[nH]c(=O)[nH]1,-1%,-9,-12,-9
CCOc1cc(N2CCOCC2)c(OCC)cc1NC(=O)C(NC(=O)c1c(F)cccc1F)C(C)C (centres undefined),-5%,0,21,4
CCOC(=O)/C(=N/Nc1ccc(Br)cc1)N1CC(C)OC(C)C1 (centres undefined),-1%,-33,5,-3
CCCc1cc(=O)oc2c(C)c(OS(C)(=O)=O)ccc12,0%,6,-2,-8
CCOC(=O)C1=C(O)C(=O)C(C(=O)OCC)C1 (centres undefined),12%,0,-5,3
Cc1c(N2C(=O)/C(=C/c3ccc(N(C)C)cc3)N(C)C2=S)c(=O)n(-c2ccccc2)n1C,1%,-1,9,-2
N#Cc1ccc(-n2nnc3ccccc3c2=O)c([N+](=O)[O-])c1,9%,-4,12,3
COc1ccccc1NC(=O)CS(=O)(=O)c1cn(CC(=O)N(C(C)C)C(C)C)c2ccccc12,0%,7,-2,0
N#Cc1ccc(COC(=O)c2ccc3c(c2)OCO3)cc1,-4%,1,-12,11
CCOc1ccc(Nc2cc(C)nc3ccc(C)cc23)cc1,-30%,-32,1,1
CC(C)=CCCC(C)N(C=O)C(C)CCC=C(C)C (centres undefined),3%,-4,14,-23
Nc1ccc(C2(c3ccc(N)cc3)c3ccccc3C(=O)c3ccccc32)cc1,1%,-8,1,6
COc1ccc(-c2noc3c2-c2nc(-c4ccccc4C)sc2CC3)cc1,?,0,3,-3
O=C1CCN(Cc2ccco2)C(=S)N1,-1%,16,16,-1
Fc1ccc(NC(=S)NN=Cc2ccccc2Cl)cc1,-5%,-3,-14,2

# Assay outcomes deposited in PubChem BioAssay by National Center for Advancing Translational Sciences (NCATS).
